# GPR151 ag: activates the human receptor GPR151; 1% of 650,000 active; activation, % at 11.2 µM; Q8TDV0; AID 1508602; PathHunter beta-arrestin GPR151 cells, luminescence; in the data active = activation above about 4.9%;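 note: 0% = median of compound wells and 100% = cells with positive control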
# Target sequence (Q8TDV0 whole entry, looked up): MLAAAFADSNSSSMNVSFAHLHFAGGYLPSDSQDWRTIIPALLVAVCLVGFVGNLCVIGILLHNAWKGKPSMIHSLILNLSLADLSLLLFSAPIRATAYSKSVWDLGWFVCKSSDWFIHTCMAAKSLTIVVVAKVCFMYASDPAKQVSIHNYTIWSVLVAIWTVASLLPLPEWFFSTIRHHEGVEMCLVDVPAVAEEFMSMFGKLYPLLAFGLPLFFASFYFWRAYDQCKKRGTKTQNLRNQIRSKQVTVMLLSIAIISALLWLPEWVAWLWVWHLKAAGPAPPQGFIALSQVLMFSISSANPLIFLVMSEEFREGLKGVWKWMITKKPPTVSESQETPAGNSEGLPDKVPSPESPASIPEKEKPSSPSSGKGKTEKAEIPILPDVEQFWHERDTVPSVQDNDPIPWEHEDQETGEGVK
# TEAD-YAP block: TEAD-YAP interaction inhibition; 1.4% of 640,000 active; inhibition, % at 9.12 µM; HEK-TIYL cells, TEAD-Gal4/YAP UAS-luciferase luminescence; in the data active = inhibition above about 32%;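 note: 0% = median of test compound wells and 100% = reference inhibitor wells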
# FBW7 activator: activators of human E3 ligase FBW7; Q969H0; 0.13% of 650,000 active; normalized activity (activation), % at 26.1 µM; AID 1259310; AlphaScreen FBW7–phospho-cyclin E peptide binding, activator screen; in the data active = normalized activity above about 1.9%;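 note: purified mutant Fbw7 with reduced substrate affinity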
# MITF primary: inhibitors of human MITF. AID 1259374. AlphaScreen MITF homodimerization, bead proximity signal. inhibition, % at 2.6 µM. 0.91% of 650,000 active; in the data active = inhibition above about 50%;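 note: 0% = vehicle wells with protein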
# Target sequence (O75030 whole entry, looked up): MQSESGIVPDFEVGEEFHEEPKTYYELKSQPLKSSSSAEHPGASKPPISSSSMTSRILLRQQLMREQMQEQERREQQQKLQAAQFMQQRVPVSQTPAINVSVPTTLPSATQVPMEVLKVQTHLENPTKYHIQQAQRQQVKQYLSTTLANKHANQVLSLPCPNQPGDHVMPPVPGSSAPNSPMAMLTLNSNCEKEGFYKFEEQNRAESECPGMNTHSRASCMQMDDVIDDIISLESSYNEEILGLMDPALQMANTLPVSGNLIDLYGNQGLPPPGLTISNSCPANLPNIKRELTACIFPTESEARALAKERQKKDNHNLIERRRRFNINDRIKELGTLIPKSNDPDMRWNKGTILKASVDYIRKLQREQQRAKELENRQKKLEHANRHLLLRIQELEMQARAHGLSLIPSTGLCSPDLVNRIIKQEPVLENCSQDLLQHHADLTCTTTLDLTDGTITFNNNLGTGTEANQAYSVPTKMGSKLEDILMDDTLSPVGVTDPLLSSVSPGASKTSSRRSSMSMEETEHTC
# Starred values were filed as active, the others as inactive.
item	Molecule	GPR151 ag	TEAD-YAP block
1	CCc1cc(=O)oc2cc(C)cc(OC(C)C(C)=O)c12 (stereo not drawn)	0.2	16
2	COc1nc(NC(C)(C)CO)nc(OC)n1	-0.7	10
3	COc1cccc(N2CCN(CC3CC4C=CC3C4)CC2)c1 (stereo not drawn)	0.9	4
4	Cc1cccc(-n2c(SCC(=O)Nc3nc(C)cs3)nnc2-c2ccoc2C)c1	-0.1	10
5	Cc1ccc(-c2csc3ncn(CC(=O)c4ccc(Br)cc4)c(=O)c23)cc1	1.0	2
6	Cc1cc(C)nc(NS(=O)(=O)c2ccc(NC(=O)c3ccccc3I)cc2)n1	1.4	6
7	Cc1ccc(-c2nc(CS(=O)(=O)CC(=O)N(C)Cc3ccccc3)c(C)o2)cc1	-0.7	10
8	Cc1c(CN2CCN(C3CCN(C(C)C)CC3)C(CCO)C2)[nH]c2c(Cl)cccc12 (stereo not drawn)	0.4	8

item	FBW7 activator	MITF primary
1	-0.1	3
2	0.0	10
3	0.1	11
4	0.0	-7
5	-0.1	3
6	0.2	12
7	0.0	7
8	-0.1	7

# Next results.
item	Molecule	GPR151 ag	TEAD-YAP block
9	Cc1ccccc1CC(=O)N1CCCC(C(=O)Nc2cccc(-n3cnnn3)c2)C1 (stereo not drawn)	-0.8	0
10	CCOc1ccc(C(=O)Nc2ccc(N3CCCC3=O)c(OC)c2)cc1	2.4	-21
11	Cc1cc(NCCCN2CCCC2=O)nc(Nc2cccc(N(C)C)c2)n1	-2.1	-12
12	NC(=O)c1sc2c(c1N)C(c1ccccc1)CC(=O)N2 (stereo not drawn)	1.7	-4
13	O=C(CCC(=O)Nc1ccc(F)cc1)N/N=C/c1ccco1	0.4	-6
14	CCC(c1nnnn1Cc1cccs1)N1CCN(c2ccccc2)CC1 (stereo not drawn)	-2.1	1
15	COc1cc(CNC2CCCCC2)cc(Cl)c1OCC(N)=O	-2.1	1
16	Cc1ccc(N2CC(C(=O)Nc3ccc(S(=O)(=O)N4CCOCC4)cc3)CC2=O)cc1 (stereo not drawn)	-2.2	10

item	FBW7 activator	MITF primary
9	0.3	11
10	-0.2	-6
11	-0.2	14
12	-0.2	14
13	0.8	13
14	-0.1	-1
15	0.8	14
16	0.3	13

# Additional records
item	Molecule	GPR151 ag	TEAD-YAP block
17	N#Cc1cn(CC(=O)NC2CCCCC2)c2ccccc12	0.4	0
18	COc1cc(CNc2ccc3ncc(-c4ccc(O)cc4)n3n2)cc(OC)c1OC	0.3	1
19	O=C(N1CCOCC1)N1CCN(S(=O)(=O)c2ccccc2)CC1	-1.7	0
20	CCN1CCN(C(=O)c2cn(-c3ccc(OC)cc3)c(=O)c3ccccc23)CC1	-0.6	-4
21	Cc1ccc(SCCNS(=O)(=O)c2ccc([N+](=O)[O-])cc2)cc1	0.3	9
22	O=C(NCc1cccnc1)c1cc(=O)[nH]c2ccc(S(=O)(=O)N3CCCCCC3)cc12	-0.3	4
23	CC1CCCCC1N1C(=O)C2C(C(=O)Nc3ccc(Cl)c(Cl)c3)C3(C)C=CC2(O3)C1C(=O)NC1CCCCC1 (stereo not drawn)	-1.2	-10
24	CC(C)CCN1CC[C@@H]2[C@H](CCCN2C(=O)C2CC(=O)c3ccccc32)C1 (stereo partly drawn)	-0.9	-1

item	FBW7 activator	MITF primary
17	0.0	-2
18	0.2	-34
19	0.8	16
20	-0.3	0
21	0.1	6
22	0.2	-2
23	0.9	12
24	0.0	-1

# Arranged by molecular weight (descending): 5 of the compounds above
item	Molecule	GPR151 ag	TEAD-YAP block
23	CC1CCCCC1N1C(=O)C2C(C(=O)Nc3ccc(Cl)c(Cl)c3)C3(C)C=CC2(O3)C1C(=O)NC1CCCCC1 (stereo not drawn)	-1.2	-10
18	COc1cc(CNc2ccc3ncc(-c4ccc(O)cc4)n3n2)cc(OC)c1OC	0.3	1
20	CCN1CCN(C(=O)c2cn(-c3ccc(OC)cc3)c(=O)c3ccccc23)CC1	-0.6	-4
24	CC(C)CCN1CC[C@@H]2[C@H](CCCN2C(=O)C2CC(=O)c3ccccc32)C1 (stereo partly drawn)	-0.9	-1
19	O=C(N1CCOCC1)N1CCN(S(=O)(=O)c2ccccc2)CC1	-1.7	0

item	FBW7 activator	MITF primary
23	0.9	12
18	0.2	-34
20	-0.3	0
24	0.0	-1
19	0.8	16

# Carrying on:
item	Molecule	GPR151 ag	TEAD-YAP block
25	COc1ccc(C2=CC(c3ccc(Cl)cc3)n3nnnc3N2)cc1 (stereo not drawn)	-0.8	-18
26	Cn1ccnc1C(NC(=O)C1CCCC1)c1ccc(F)c(F)c1 (stereo not drawn)	-0.1	5
27	Cc1cc(Cl)ccc1OCCCC(=O)Nc1ncccn1	0.1	-11
28	COC(=O)C1=C(O)/C(=C\c2ccc(CNS(=O)(=O)c3ccccc3)o2)N=C1C	1.1	3
29	COc1ccc(-n2c(=S)[nH]c3cc(C(=O)Nc4cc(OC)c(OC)c(OC)c4)ccc3c2=O)cc1	-0.6	-3
30	CNc1nc(Nc2ccc(OC(F)(F)F)cc2)nc(N2CCN(C34CC5CC(CC(C5)C3)C4)CC2)n1	-0.2	-6
31	CC(C)(C)Cc1nnc(NC(=O)c2cccc(Cl)c2)s1	0.9	-4
32	CN(C)C(=O)CN1C(=O)NC(c2ccc(F)cc2)C1=O (stereo not drawn)	-0.1	-3

item	FBW7 activator	MITF primary
25	-0.1	-8
26	0.0	-1
27	-0.1	-6
28	-0.5	24
29	-0.1	-8
30	1.2	24
31	0.1	10
32	0.3	13

# Further records follow:
item	Molecule	GPR151 ag	TEAD-YAP block
33	O=C1CCCN1CCCNc1ccc(S(=O)(=O)N2CCCCC2)cn1	3.4	-5
34	Cc1cc(C)cc(OCC(=O)Nc2ccc(F)c([N+](=O)[O-])c2)c1	3.5	37*
35	CCC(C(=O)NC(C)C)n1sc2ccccc2c1=O (stereo not drawn)	-0.3	-7
36	O=C1OCCN(Cc2ccccc2)C1=O	-1.0	6
37	O=C(COC(=O)c1ccc(O)cc1O)Nc1ccc2c(c1)OCCCO2	2.7	-44
38	COCCNc1ccc2ncc(-c3cccc(CO)c3)n2n1	0.2	33*
39	COc1cccc(C(=O)OCC(=O)c2ccc(Cl)s2)c1	-1.6	-2
40	COc1cc(OC)cc(C(=O)N(CCCN2C(=O)c3cccc4cccc(c34)C2=O)c2cccc(OC)c2)c1	1.6	8

item	FBW7 activator	MITF primary
33	0.7	-8
34	0.0	3
35	-0.1	-5
36	0.8	39
37	0.0	6
38	0.0	-17
39	0.1	4
40	0.3	0

# Values in list order from the entries so far:
# GPR151 ag for nos. 33 to 40, in order: 3.4, 3.5, -0.3, -1.0, 2.7, 0.2, -1.6, 1.6
# FBW7 activator for nos. 33 to 40, in order: 0.7, 0.0, -0.1, 0.8, 0.0, 0.0, 0.1, 0.3

# Remaining list, next part:
item	Molecule	GPR151 ag	TEAD-YAP block
41	O=C(NN1C(=O)c2ccccc2C1=O)C1CCCCC1	0.3	-20
42	C=C(C)Cn1c(CNC(=O)c2ccc(F)cc2)nc2ccccc21	-0.7	0
43	CN1CCN(CC(=O)Nc2c3c(nc4ccccc24)CCCC3)CC1	1.2	2
44	O=C(CN1CCN(c2ccc([N+](=O)[O-])c(N3CCOCC3)c2)CC1)N1CCOCC1	-0.8	7
45	O=C(Nc1ccc(-c2nc3ccccc3o2)c(O)c1)c1ccccc1	0.1	-8
46	COc1ccc(C(C)NC(=O)C(C)c2ccccc2)cc1 (stereo not drawn)	-1.7	-8
47	CCCn1c(CN2CCN(c3cccc(Cl)c3)CC2)nc2c1c(=O)n(C)c(=O)n2C	2.8	10
48	Cc1nc(Nc2ccccc2C)c([N+](=O)[O-])[nH]1	1.7	-10

item	FBW7 activator	MITF primary
41	0.0	2
42	0.0	11
43	0.1	60*
44	-0.2	2
45	0.0	-24
46	-0.1	-5
47	-0.2	-6
48	-0.1	3

# The list continues:
item	Molecule	GPR151 ag	TEAD-YAP block
49	CCc1ccc(C2=NN(CCC(=O)NCc3ccc4c(c3)OCO4)C(=O)CC2)cc1	-0.4	13
50	CN(C(=O)c1ccc(Br)o1)C1(C)CCS(=O)(=O)C1 (stereo not drawn)	-0.5	6
51	O=C(COC(=O)c1cc(S(=O)(=O)N2CCCC2)ccc1O)Nc1ccc(F)cc1F	-0.2	8
52	O=c1c2ccccc2nc(SCc2ccncc2)n1CC1CCCO1 (stereo not drawn)	6.2*	5
53	Cc1ccc(/C=C(\C#N)C(N)=S)c(C)c1	-0.7	9
54	COc1ccc(Nc2nc(N3CCOCC3)nc(N3CCOCC3)n2)cc1	-0.9	0
55	COc1ccccc1Nc1ccc(C(=O)NC2CCCCC2)cn1	4.4	-9
56	CCC(C)NC(=O)CS(=O)(=O)Cc1nc(-c2ccc(C)cc2)oc1C (stereo not drawn)	2.8	1

item	FBW7 activator	MITF primary
49	-0.1	2
50	0.4	13
51	-0.1	3
52	-0.1	-2
53	-0.4	-4
54	0.1	11
55	0.4	14
56	0.3	4

# The listing continues.
item	Molecule	GPR151 ag	TEAD-YAP block
57	COC(=O)C(C)n1cnc2c(nnn2-c2ccc(C)cc2)c1=O (stereo not drawn)	-1.4	-5
58	COc1cccc(C2(O)CSC3=C(C#N)C(c4ccc(C)cc4)CC(=O)N32)c1 (stereo not drawn)	-0.8	-28
59	CN(Cc1cccs1)C(=S)SCC(=O)NN	-2.2	-5
60	COc1ccccc1-c1cnc2[nH]c(=O)n(Cc3ccncc3)c2n1	2.5	-9
61	Cc1ccc(N2C(=O)c3ccc(Cl)cc3C2=O)cc1	1.2	-19
62	COc1cc(OC)c(OC)cc1/C=C1\NC(=S)N(c2ccccc2)C1=O	-0.8	-3
63	Cc1ccccc1-c1cnnc(N(C)CC(O)c2ccccc2)n1 (stereo not drawn)	-2.4	-6
64	COc1cc(/C=N/N2CCCCC2)cc([N+](=O)[O-])c1O	-1.0	1

item	FBW7 activator	MITF primary
57	0.0	3
58	0.1	-3
59	0.6	12
60	-0.7	-17
61	-0.1	-1
62	-0.1	-1
63	1.0	17
64	-0.1	5

# Compound profiles, from the list above. Order of values: GPR151 ag | TEAD-YAP block | FBW7 activator | MITF primary
# Record of O=C1OCCN(Cc2ccccc2)C1=O → -1.0 | 6 | 0.8 | 39
# Record of COCCNc1ccc2ncc(-c3cccc(CO)c3)n2n1 → 0.2 | 33* | 0.0 | -17
# Record of C=C(C)Cn1c(CNC(=O)c2ccc(F)cc2)nc2ccccc21 → -0.7 | 0 | 0.0 | 11

# Next section:
item	Molecule	GPR151 ag	TEAD-YAP block
65	CN(C)c1nc(N)nc(CSc2nc3cc(Cl)ccc3o2)n1	-0.7	-22
66	COC(=O)C1=C(NC(=O)c2ccc(C(C)(C)C)cc2)CCS1	-0.6	22
67	CS(=O)(=O)c1ccc(-c2ccnc(Nc3ccccc3Cl)n2)cc1	-1.4	3
68	CC(=O)Nc1cccc(-c2csc(Nc3ccc([N+](=O)[O-])cc3)n2)c1	1.1	-51
69	CN(C)S(=O)(=O)N1CCC(Oc2ccc(C(=O)N3C[C@@H]4CCC[C@H]3C4)cc2)CC1	0.2	8
70	CCCCn1c(SCC(=O)N2C(C)CCCC2C)nnc1-c1ccncc1 (stereo not drawn)	1.8	-9
71	CC(=O)Nc1ccc(-c2nnc3n(Cc4ccc(F)cc4)c(=O)c4ccccc4n23)cc1	-0.7	-3
72	Cc1ccccc1Nc1nnc(-c2ccc(C)c(S(=O)(=O)NCc3ccccn3)c2)c2ccccc12	1.2	0

item	FBW7 activator	MITF primary
65	-0.2	-7
66	0.0	-29
67	0.8	4
68	0.0	40
69	0.0	1
70	0.3	9
71	0.1	-5
72	0.0	-2

# Overlap with the part before: 5 entries; new compounds follow.
item	Molecule	GPR151 ag	TEAD-YAP block
68	CC(=O)Nc1cccc(-c2csc(Nc3ccc([N+](=O)[O-])cc3)n2)c1	1.1	-51
69	CN(C)S(=O)(=O)N1CCC(Oc2ccc(C(=O)N3C[C@@H]4CCC[C@H]3C4)cc2)CC1	0.2	8
70	CCCCn1c(SCC(=O)N2C(C)CCCC2C)nnc1-c1ccncc1 (stereo not drawn)	1.8	-9
71	CC(=O)Nc1ccc(-c2nnc3n(Cc4ccc(F)cc4)c(=O)c4ccccc4n23)cc1	-0.7	-3
72	Cc1ccccc1Nc1nnc(-c2ccc(C)c(S(=O)(=O)NCc3ccccn3)c2)c2ccccc12	1.2	0
73	O=C(Cc1ccc(F)cc1)N1CCN(c2cc(N3CCCC3)ncn2)CC1	-0.6	1
74	O=C(Oc1cc2oc(=O)c3c(c2cc1Cl)CCC3)c1ccco1	-4.5	2
75	OCCNc1nc(-c2cccs2)nc2c1ncn2Cc1ccc(C(F)(F)F)cc1	0.2	-2
76	O=C(O)c1ccc(CNC(=O)c2ccc3c(c2)C(=O)N(Cc2ccco2)C3=O)cc1	-0.7	0
77	COc1ccc(C(=O)N(Cc2nc(-c3ccc(OC)cc3)no2)C(C)C)cc1	1.1	-15
78	CCc1ccccc1NC(=O)CC1Nc2cc(C)c(C)cc2NC1=O (stereo not drawn)	-0.9	-5
79	C=CCN(c1ccccc1)S(=O)(=O)c1ccc2[nH]cc(C(=O)NCc3ccc(C)cc3)c(=O)c2c1	-1.3	-11
80	Cn1c(SCC(=O)OC2CCCCC2)nnc1-c1ccccc1	0.2	0

item	FBW7 activator	MITF primary
68	0.0	40
69	0.0	1
70	0.3	9
71	0.1	-5
72	0.0	-2
73	0.0	6
74	0.6	2
75	0.1	-1
76	0.0	21
77	0.1	-2
78	1.3	6
79	-0.1	1
80	0.0	4
